From PubChem
Pin1 inhibitor = human Pin1 inhibition; actives 0.009% (n = 390,000); Pin1 FP peptide displacement, HiFluor488, 10 min; Potency, µM (highest dose often 115 µM), inactives show top-dose activity, negative = inhibition, actives largely listed as inhibitors; active means well fitted inhibition curve with a large enough effect in the polarisation, with a control signal flat, not every such curve was filed as active; inconclusive means small, poorly fitted or top-dose-only effect, or effect the other way, or a change in a side signal; inactive means no such curve, though single readings can be large or run the other way; the % refers to the polarisation; further: potency means the concentration at half of the fitted maximal effect; on the % scale 0 is the no-effect control and ±100 the full control effect
Target sequence (Q13526 whole entry, looked up): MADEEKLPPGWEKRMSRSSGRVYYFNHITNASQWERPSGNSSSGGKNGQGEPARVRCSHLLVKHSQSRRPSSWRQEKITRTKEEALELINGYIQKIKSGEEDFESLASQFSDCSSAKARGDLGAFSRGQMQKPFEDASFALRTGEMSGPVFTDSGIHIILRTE
PI4K2A inh = inhibitors of human PI4K2A. purified PI4K2A, ADP-Glo luminescence, 1 h; stronger effect = lower value. activity change, negative = inhibition, % at 76.9 µM. actives 0.13% (n = 420,000); in the data active means activity change below about -50%; inconclusive means mostly about -30% to -49%;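 further: -100% = wells without enzyme as full effect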
Target sequence (Q9BTU6 whole entry, looked up): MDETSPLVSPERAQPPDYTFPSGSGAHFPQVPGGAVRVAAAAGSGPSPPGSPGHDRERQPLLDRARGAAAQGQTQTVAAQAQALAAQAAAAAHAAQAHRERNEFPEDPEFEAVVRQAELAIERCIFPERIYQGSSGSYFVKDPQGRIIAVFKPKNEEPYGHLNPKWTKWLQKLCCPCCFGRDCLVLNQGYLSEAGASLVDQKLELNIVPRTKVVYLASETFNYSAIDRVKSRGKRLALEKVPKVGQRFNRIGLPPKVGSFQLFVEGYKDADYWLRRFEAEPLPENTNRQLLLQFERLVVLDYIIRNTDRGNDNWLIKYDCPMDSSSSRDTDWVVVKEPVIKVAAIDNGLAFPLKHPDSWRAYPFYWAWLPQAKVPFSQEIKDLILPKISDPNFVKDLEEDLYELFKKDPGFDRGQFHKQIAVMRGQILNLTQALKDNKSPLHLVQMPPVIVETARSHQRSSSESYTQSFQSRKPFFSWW
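Compounds are screened against recombinant PI4K2A using PI as substrate and ATP, the latter dispensed at 300 microM. Reactions run one hour at ambient temperature before ADP-Glo detection; full inhibition defined by wells lacking enzyme.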
PGK inhibitor = blocks T. brucei phosphoglycerate kinase | P07378 | PGK/GAPDH coupled, Kinase-Glo luminescence, 60 min | Potency, µM (doses to about 57.5 µM), without a hit: top-dose activity change, negative = inhibition, usual class: inhibitors | actives 0.043% (n = 380,000) | AID 602233; further: potency means the concentration at half of the fitted maximal effect; on the % scale 0 is the no-effect control and ±100 the full control effect; nearly all actives have a fitted effect of over 60% in size
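Recombinant glycosomal PGK reaction used 1,3-bisphosphoglycerate generated in-well by GAPDH (100nM final) in 100mM TEA pH 7.6, 5mM MgCl2, 0.01% Tween-20. After 60 minutes at room temperature, ATP was read by Kinase-Glo Plus luminescence end-point.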
GLS inhibitor = glutaminase GLS (human) inhibition; GLS enzymatic activity, qHTS titration; Potency, µM (series often up to 45.5 µM), for inactives: top-dose activity change, negative = inhibition, most hits filed as inhibitors; actives 0.21% (n = 410,000); AID 624170; further: potency means the concentration at half of the fitted maximal effect; on the % scale 0 is the no-effect control and ±100 the full control effect
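Human kidney-isoform GLS in 45 mM KH2PO4 pH 8.2, 0.02% Tween-20, with compound, started with 1mM L-Glutamine (added stock). Glutamate oxidase/HRP/Amplex red coupled fluorescence read at start and after 30 min at RT.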
HP1b binding inh = HP1-beta chromodomain-methylated histone interaction inhibition; P83916; AlphaScreen HP1-beta / biotin-H3K9me3 peptide binding; Potency, µM (highest dose often 114 µM), without a hit: top-dose activity change, negative = inhibition, hits mostly inhibitors; actives 0.56% (n = 390,000); AID 540317; further: potency means the concentration at half of the fitted maximal effect; nearly all actives have a fitted effect of over 70% in size; inactives centre near 23
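Compound inhibition of the preformed complex between 50 nM HP1-beta and 50 nM biotinylated H3K9me3 peptide was read by AlphaScreen. Buffer was PBS pH 7.4 with 0.01% Tween-20. Incubations ran 30 min at room temperature, with 10 ug/mL donor/acceptor beads.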
BAZ2B inh = blocks human BAZ2B; Q9UIF8; AlphaScreen BAZ2B-H3K14Ac peptide displacement; Potency, µM (top dose mostly 114 µM), for the others: at the highest dose activity change, negative = inhibition, usual class: inhibitors; actives 4.4% (n = 360,000); AID 504333; further: potency means the concentration at half of the fitted maximal effect; on the % scale 0 is the no-effect control and ±100 the full control effect; nearly all actives have a fitted effect of over 60% in size
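Multi-concentration screen (max 110 uM) measuring displacement of acetylated histone H3 peptide from BAZ2B by AlphaScreen, using 50 nM protein, 50 nM peptide and 10 ug/mL streptavidin donor plus Ni-chelate acceptor beads.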
POLH inh = DNA polymerase eta (human) inhibition; Q9Y253; recombinant Pol eta, fluorescent DNA replication assay; Potency, µM (doses to about 114 µM), without a hit: at the top dose activity change, negative = inhibition, hits mostly inhibitors; actives 1.2% (n = 390,000); further: potency means the concentration at half of the fitted maximal effect; on the % scale 0 is the no-effect control and ±100 the full control effect
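Pol eta (10 nM) was preincubated with compounds for 15 min at room temperature, after which fluorescent replication substrate (50 nM final) was added to start the reaction. Fluorescence was read kinetically at 0 and 10 min.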
JMJD2A Tudor = inhibitors of human JMJD2A Tudor domain | Potency, µM (titrated, usually from 114 µM), for inactives: at the top dose activity change, negative = inhibition, hits mostly inhibitors | O75164 | actives 4.4% (n = 390,000) | AID 504339 | AlphaScreen JMJD2A-Tudor / H3K4me3 peptide binding; further: potency means the concentration at half of the fitted maximal effect; on the % scale 0 is the no-effect control and ±100 the full control effect; nearly all actives have a fitted effect of over 50% in size
G9a inh = blocks human histone lysine methyltransferase G9a. G9a H3K9 monomethylation, AlphaScreen, 2 h. Q96KQ7. AID 504332. actives 8.8% (n = 350,000). Potency, µM (top dose mostly 102 µM), for the others: at the highest dose activity, negative = inhibition, hits mostly inhibitors; further: potency means the concentration at half of the fitted maximal effect; on the % scale 0 is the no-effect control and ±100 the full control effect; nearly all actives have a fitted effect of over 75% in size
Target sequence (Q96KQ7 913-1193 limits assumed): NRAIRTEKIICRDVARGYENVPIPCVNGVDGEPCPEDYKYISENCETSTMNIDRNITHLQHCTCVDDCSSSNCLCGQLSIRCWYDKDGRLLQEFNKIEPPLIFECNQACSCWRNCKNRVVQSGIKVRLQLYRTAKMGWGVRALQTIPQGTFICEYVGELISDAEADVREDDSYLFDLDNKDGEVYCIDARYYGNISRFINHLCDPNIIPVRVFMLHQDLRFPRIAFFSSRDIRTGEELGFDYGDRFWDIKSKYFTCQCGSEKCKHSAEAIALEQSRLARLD
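Readings reflect AlphaScreen signal from monomethyl-H3K9 antibody detection. HMT at 20 nM; substrate b-H3K9 500 nM; cofactor SAM 20 uM; 2 h RT reaction; compounds tested as titrations in qHTS with 15 min preincubation.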
Active calls of the source: *; i = inactive; u = inconclusive; x = not tested or not shown; [ ] = dose if it differs, or a comment. Unless noted, the call rests on the fitted dose curve; in most records, active means well fitted curve in the direction sought with a large enough effect; inconclusive means small, poorly fitted or top-dose-only effect, or another doubt; inactive means no such curve, though single readings can be large; an effect the other way counts as inactive or inconclusive. This is a subset; count on the stated rates, not on these rows.

SMILES	Pin1 inhibitor	PI4K2A inh	PGK inhibitor	GLS inhibitor	HP1b binding inh	BAZ2B inh	POLH inh	JMJD2A Tudor	G9a inh
COc1ccccc1NC(=O)NC1(C)CCS(=O)(=O)C1 (stereo not given)	-6%	-2	-3%	2%	u	4%	-3%	-16%	-7%
Cc1cc([N+](=O)[O-])cc2c1-c1ncccc1C2=Nc1ccccc1	5%	-2	i	0%	-4%	-39%	-10%	-35%	u
COCC(C)Nc1nc(C)c(C(C)=O)s1 (stereo not given)	-1%	-1	-6%	-14%	28%	u	-20%	-1%[57.1 µM]	45µM*
CN(Cc1c(C(=O)N/N=C/c2ccc(O)cc2)nnn1-c1nonc1N)C1CCCCC1	4%	0	0%	8%	23%	-6%	3%	-15%	x
CCOC(=O)C1CCN(C(=O)CCc2nnc3ccc(NCc4ccco4)nn23)CC1	-7%	u	-8%	-5%	29%	u	45µM*	-24%	-9%
Cc1cccc(OCc2nnc3n2CCCCC3)c1	-12%	-3	-3%	-14%	48%[activator]	10%	-7%	-11%[57.1 µM]	26%[59 µM]
CCOc1ccc(C2CC(=O)Nc3nc(SCc4ccccc4C)[nH]c(=O)c32)cc1OC (stereo not given)	5%	-3	-10%	6%	0%	-2%	-14%	-26%	-5%[59 µM]
Cc1ccc(C(=O)Nc2ccc(OCc3cc(=O)n4c(C)csc4n3)cc2)cc1	-7%	1	-3%	0%	16%	-1%	-9%	-23%	4%[59 µM]
Nc1ncncc1-c1ccccc1Cl	-7%	10	-5%	-9%	15%	x	4%	-10%	x
CCOC(=O)Cc1csc(NC(=O)CSc2cc(Cl)ccc2Cl)n1	0%	-2	-1%	2%	27%	u	0%	1%	22µM*
O=C(CN(C(=O)CCC(=O)Nc1ccccn1)C1CCCC1)NCc1ccc(F)cc1	-4%	1	1%	-5%	32%	2%	-14%	4%	-3%
COC(=O)C1C(O)=C(C(C)=N)C(=O)CC1(C)C (stereo not given)	-2%	-2	-16%	6%	26%	-7%	-1%	-8%	-8%
CN(C)CCNC(=O)C(=O)NCC(c1ccc2c(c1)OCO2)N1CCOCC1 (stereo not given)	-6%	0	3%	-2%	21%[57 µM]	1%	-4%	-7%	1%[59 µM]
CCOc1ccc(N2CC(C(=O)Nc3ccccc3C(=O)N3CCOCC3)CC2=O)cc1 (stereo not given)	u	3	0%	6%	-13%	3%	-12%	-16%	7%
Cc1cccc(Cc2c(C)nc3nc(SCC(=O)NCc4ccccc4)nn3c2C)c1	3%	5	2%	-6%	22%	-1%	-2%	-2%	5%[59 µM]
CCCn1c(O)c(CN2CCCCC2)c(C)c(C#N)c1=O	u	-14	-1%	4%	-13%	-13%	-2%	u	-20%[59 µM]
Cn1c(=O)[nH]c(=O)c2c1ncn2CCCc1ccccc1	4%	-5	-7%	4%	13%	23%	-15%	-5%	11%
O=S(=O)(Nc1ccc(Cl)cc1NS(=O)(=O)c1ccccc1)c1ccccc1	-17%	-7	-8%	24%	0%[57 µM]	x	-7%	-26%	x
Cc1nc(CCNC(=O)CC2C(=O)NCCN2Cc2ccccc2F)sc1C (stereo not given)	u	-7	-2%	17%	-3%	-14%	-26%	1%	45µM*
COc1ccccc1NS(=O)(=O)c1c(C)[nH]c(C)c1C(=O)N1CCCC1	4%	-5	2%	10%	70%[activator]	-27%	-3%	-18%	6%
COc1ccc(CNc2ccc(S(N)(=O)=O)cc2)c(OC)c1OC	-11%	8	-10%	1%	62%[activator]	0%	-12%	-11%	-37%
CCOc1ccc(-c2cc(N)n(S(=O)(=O)c3ccc(OC)c(OC)c3)n2)cc1	-3%	10	i	-7%	46%[activator]	-6%	-12%	-28%	-2%
COC(=O)C1=NN[C@H](C(=O)OC(C)(C)C)[C@H]1c1ccccc1	-7%	5	-1%	3%	16%	7%	-14%	-16%	6%
COc1cccc(NC(=O)Cn2nnc(C(=O)Nc3cc(Cl)ccc3OC)c2N)c1	22%	-2	-7%	-1%	49%[activator]	-17%	-14%	2%	6%[59 µM]
CCOC(=O)c1c(NC(=O)COC(=O)Cn2cnc3ccccc32)sc2c1CCC(C)C2 (stereo not given)	u	-13	-2%	6%	7%	u	-14%	u	19%[59 µM]
CCCCCn1nc(C(=O)OCc2nnc(-c3ccccc3)o2)c2ccccc2c1=O	-1%	4	-5%	6%	32%	-3%	-13%	-5%	35%[12.7 µM]
COc1ccc(N2C(=O)CC(N3CCC(O)(c4ccc(Br)cc4)CC3)C2=O)cc1 (stereo not given)	-3%	2	4%	12%	52%[activator]	0%	-7%	1%	u
COc1ccc(-n2c(SC(C)C(=O)Nc3ncc(Cl)cc3Cl)nc3ccccc32)cc1 (stereo not given)	25%	-1	i	1%	24%	-36%	-8%	-23%	u
CC1CC(C)(C)N(C(=O)CSc2ccc(-c3ccc(F)cc3)nn2)c2ccccc21 (stereo not given)	-11%	2	-8%	7%	22%	-31%	-2%	-22%	11%
O=C(Nc1sc2c(c1C(=O)O)CCC2)C(=O)N1CCOCC1	19%	-3	-3%	4%	-22%	50µM*	20µM*	u	40µM*
Cc1ccc(-c2ccc(CCC(=O)O)n2-c2ccc(C(N)=O)cc2)cc1	-13%	1	1%	17%	6%	-20%	1%	-23%	u
Cc1cc(-c2ccco2)c(C#N)c2nc3ccccc3n12	u	-15	-5%	-20%	49%[activator]	-27%	10µM*	-6%[57.1 µM]	13µM*
COc1cc(/C=C/C(=O)c2c(O)ccc3c(C)cc(=O)oc23)ccc1O	1%	-18	-11%	-2%	16%	-38%	u	-24%[11.4 µM]	u
CCN(CC)S(=O)(=O)c1cccc(C(=O)NC(C)C(c2cccs2)N2CCCC2)c1 (stereo not given)	6%	3	6%	11%	22%	-4%	-7%	-18%	-38%
O=S1(=O)CCN(OCc2ccc(Cl)cc2)CC1	-2%	1	-6%	-3%	40%[activator]	-36%	-23%	-4%	18%
O=C(NNC(=O)c1ccccc1O)c1ccc(NS(=O)(=O)c2ccc(F)c(F)c2)cc1	-4%	-1	6%	-11%	27%	2%	-14%	-11%	10%[2.33 µM]
Cc1ccc(NCCCn2cnc(C(=O)Nc3ccc(C)c(C)c3)n2)cc1C	-1%	2	i	-7%	57%[activator]	x	-14%	-23%	x
CC1(C)CC(=O)C=C(c2cccc3c2oc2ccccc23)C1	1%	5	-1%	1%	43%[activator]	x	-9%	5%	x
CCc1nnc(SCc2ccc(F)cc2Cl)c2cc3sc(C)cc3n12	-2%	4	-1%	-3%	50%[activator]	-15%	-16%	89µM*	-9%[59 µM]
COc1ccc(S(=O)(=O)N2CCCCC2)cc1NC(=O)c1ccc(CS(C)(=O)=O)cc1	6%	-5	1%	2%	13%	-3%	-4%	-12%	-14%[12.7 µM]
COc1ccc(CNC(=O)CSc2nnnn2Cc2ccccc2)cc1	-1%	6	i	1%	46%[activator]	-2%	9%	-5%	9%
CC(=O)Oc1cc2oc(=O)cc(C)c2cc1OC(C)=O	-7%	3	-7%	-1%	26%	50µM*	-2%	-34%	0.5µM*
Cc1cc(C)nc(SCCn2c(N3CCOCC3)nc3c2c(=O)[nH]c(=O)n3C)n1	-2%	-4	i	-2%	49%[activator]	12%	-10%	-4%	8%
Cc1ccc(NC(=O)Nc2cccs2)c(Cl)c1	-1%	-1	5%	26%	21%	-4%	1%	-9%	1%[59 µM]
COc1ccc(-c2csc(NC(=O)C3CCCCN3S(=O)(=O)c3ccccc3)n2)cc1 (stereo not given)	33%[activator]	3	5%	11%	5%	-29%	-12%	-24%	9%[59 µM]
C=CCNCCOCCOc1ccc(C)cc1Br	-4%	2	-8%	-4%	u	56µM*	-16%	5µM*	3.2µM*
O=C(CCCc1c[nH]c2ccccc12)NCc1cccs1	-3%	-3	9%	17%	24%	-27%	-10%	-6%	-2%
Cc1cccc(C)c1-n1ncc(C(=O)NC2CCCC2)c1C1CCN(C(=O)OC(C)(C)C)CC1	-1%	-1	i	-8%	23%	9%[57.1 µM]	-2%	-9%	1%[59 µM]
c1ccc(SCCc2ccncc2)cc1	1%	-8	-9%	4%	55%[activator]	1%[57.1 µM]	-10%	-10%	-20%[12.7 µM]
CC1CCN(S(=O)(=O)N2CCC(C(=O)NCCC3=CCCCC3)CC2)CC1	3%	-1	6%	2%	27%	-17%	-5%	-5%	-11%
CCOC(=O)c1c(NC(=O)/C=C/c2ccccc2)sc2c1CCCC2	-7%	1	7%	10%	49%	2%	-25%	11%	5%[59 µM]
COc1cccc(-c2nn3c(=O)cc(CN4CCN(C(=O)/C=C/c5ccccc5)CC4)nc3s2)c1	u	0	-1%	4%	27%[57 µM]	-1%	u	-5%	22%[59 µM]
O=C1CC(NN2CCCCC2)C(=O)N1c1ccccc1 (stereo not given)	-15%	0	8%	-25%	24%	-22%	-14%	-12%	-40%
CC(C)c1cc(Br)ccc1OCCCN1C(=O)NC(C)(C)C1=O	u	6	-4%	2%	24%	u	-6%	-11%[57.1 µM]	23%
O=c1cc(-c2ccccc2)cc(-c2ccccc2)n1CCO	0%	2	-10%	-5%	35%	10%	-18%	-3%	8%[12.7 µM]

Grouped by structure, the compounds so far containing a COOH group (two)
SMILES	Pin1 inhibitor	PI4K2A inh	PGK inhibitor	GLS inhibitor	HP1b binding inh	BAZ2B inh	POLH inh	JMJD2A Tudor	G9a inh
O=C(Nc1sc2c(c1C(=O)O)CCC2)C(=O)N1CCOCC1	19%	-3	-3%	4%	-22%	50µM*	20µM*	u	40µM*
Cc1ccc(-c2ccc(CCC(=O)O)n2-c2ccc(C(N)=O)cc2)cc1	-13%	1	1%	17%	6%	-20%	1%	-23%	u
